Screening results: PubChem BioAssay, several laboratories
KLK5 inh: kallikrein 5 (human) inhibition | Q9Y337 | recombinant hK5, fluorogenic AMC substrate cleavage | inhibition, % at 5 µM | 210,000 tested, 0.59% active | AID 873;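 active means inhibition of 40% or more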;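 further: 0% = enzyme controls without compound and 100% = no-enzyme blanks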
Target sequence (Q9Y337 67-293 limits assumed): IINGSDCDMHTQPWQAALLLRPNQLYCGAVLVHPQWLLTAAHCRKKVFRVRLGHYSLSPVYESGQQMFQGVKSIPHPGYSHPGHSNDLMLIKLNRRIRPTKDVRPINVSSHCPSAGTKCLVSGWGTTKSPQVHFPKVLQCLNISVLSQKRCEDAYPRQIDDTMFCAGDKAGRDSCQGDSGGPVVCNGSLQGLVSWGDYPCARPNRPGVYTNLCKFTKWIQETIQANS
KCC2 mod: modulators of human KCC2 chloride dependent transport | Q9H2X9 | KCC2 cells, thallium flux FluoZin-2 fluorescence | B-score of Tl+ flux slope (higher = more flux/activation; lower = inhibition) at 10 µM | 190,000 tested, 2.2% active | AID 1456;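 active means thallium flux slope and its plate-corrected score both differing from the plate sample mean at a set confidence after two filtering rounds, in either direction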;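 further: slope of fluorescence scaled to starting intensity during 10 to 20 s after thallium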
FXIIa inh: inhibitors of human coagulation factor XIIa. P00748. purified FXIIa, Boc-QGR-AMC fluorogenic substrate, 2 h. inhibition, % at 5 µM. 220,000 tested, 0.3% active. AID 800; in the data active means inhibition above about 40%;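 further: 0% = enzyme with no compound and 100% = blank without enzyme; many of its hits are not listed in these tables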
FXIa inh 1536: inhibitors of human coagulation factor XIa; inhibition, % at 5 µM; purified FXIa, Boc-Glu-Ala-Arg-AMC fluorogenic substrate; 220,000 tested, 0.14% active; P03951;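 active means inhibition of at least 40%; inactive means inhibition below 40%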;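 further: fluorescence of freed AMC excited at 355 nm; 0% = enzyme without compound and 100% = no enzyme blank; many of its hits are not listed in these tables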
Target sequence (P03951 19-387 limits assumed): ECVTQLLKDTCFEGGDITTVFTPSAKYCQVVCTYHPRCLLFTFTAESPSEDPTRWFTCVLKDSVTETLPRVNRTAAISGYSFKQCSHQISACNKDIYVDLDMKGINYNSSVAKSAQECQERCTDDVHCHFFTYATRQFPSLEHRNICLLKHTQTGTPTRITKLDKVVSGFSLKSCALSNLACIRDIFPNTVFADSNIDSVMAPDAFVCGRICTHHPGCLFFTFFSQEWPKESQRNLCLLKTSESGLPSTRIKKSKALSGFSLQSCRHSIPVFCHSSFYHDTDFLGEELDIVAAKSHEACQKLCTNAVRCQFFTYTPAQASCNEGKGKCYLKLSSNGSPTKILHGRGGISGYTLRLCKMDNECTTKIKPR
Target sequence (P03951 388-625 limits assumed): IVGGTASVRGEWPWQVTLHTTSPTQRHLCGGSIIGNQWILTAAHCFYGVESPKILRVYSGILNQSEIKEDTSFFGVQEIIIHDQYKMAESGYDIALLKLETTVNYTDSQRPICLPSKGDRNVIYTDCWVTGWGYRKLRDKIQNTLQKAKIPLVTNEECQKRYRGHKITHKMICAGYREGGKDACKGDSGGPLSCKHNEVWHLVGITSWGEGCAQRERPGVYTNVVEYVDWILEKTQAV
Rad51 HR inh: Rad51 (human) homologous recombination inhibition; Q06609; hRad51 DNA strand exchange, fluorescence dequenching; inhibition, % at 10 µM; 200,000 tested, 0.085% active; AID 1385;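 active means inhibition above 40% at the single screening dose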;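 further: 0% = DMSO control wells and 100% = blanks with heterologous ssDNA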
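Test system: preformed human Rad51 ssDNA filaments; also added: Donor/quencher-labelled 47-bp dsDNA substrate; doses: 10 µM final, single point; times: 37 °C 15-min filament assembly, 30-min compound preincubation, 15-min exchange; detection: FRET fluorescence dequenching, excitation 485 nm, emission 520 nm; read-out basis: Fluorescence-based percent inhibition, control- and blank-normalised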
Calpain2 inh: calpain II (pig) inhibition. purified calpain II, fluorogenic peptide substrate, 30 min. 220,000 tested, 0.37% active. inhibition, % at 16 µM. AID 1236;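 active means inhibition above about 50%, limit read from the data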
thrombin 1536: blocks human thrombin protease activity | alpha-thrombin, Boc-VPR-AMC fluorogenic substrate cleavage | inhibition, % at 5 µM | 220,000 tested, 0.26% active | AID 1046;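 active means inhibition at or above 40%; inactive means inhibition below 40%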;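 further: 0% = enzyme with no compound and 100% = wells without enzyme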
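System – human alpha-thrombin protein · Reagent – Boc-VPR-AMC substrate, 15 µM final · Compound – 5 µM single dose in 0.2% DMSO · Schedule – reaction at room temperature · Technique – AMC fluorescence at 355 nm excitation and 460 nm emission · Read-out basis – % inhibition relative to enzyme controls and enzyme-free blanks · Control set – no-compound enzyme wells and no-enzyme blanks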
PERK inh: human PERK inhibition, primary cell-based screen; Q9NZJ5; CHO PERK-DD fusion, SEAP luminescence translation reporter; inhibition, % at 5.6 µM; 220,000 tested, 0.17% active; AID 1416;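 active means inhibition above the mean inhibition of all tested compounds plus 3 SD, set separately per screening campaign, cut at about 2.9% in these data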;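 further: PERK kinase domain activated by AP20187 dimerizer at 100 nM; 0% = DMSO with dimerizer and 100% = rapamycin at 8.4 µM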
Furin inhibitor: human furin inhibition; 220,000 tested, 0.061% active; AID 463115; P09958; purified furin, fluorogenic substrate cleavage; inhibition, % at 30 µM; in the data active means inhibition above about 25%; further: inactives centre near -15
* marks the source's active call; other numbers are inactive results; i = inactive; / = no result given; [ ] = remark or other dose. Some of the compounds tested (hit frequency here may not be typical).

SMILES	KLK5 inh	KCC2 mod	FXIIa inh	FXIa inh 1536	Rad51 HR inh	Calpain2 inh	thrombin 1536	PERK inh	Furin inhibitor
CN(C)c1ccc(P(=O)(CC(=O)N/N=C/c2ccc(C#N)cc2)OCCCl)cc1 (stereo unspecified)	0	0.31	8	-4	2	-18	0	1.3	-25
O=C1[C@@H]2[C@H](C(=O)N1n1cnnc1)[C@H]1C=C[C@@H]2C1	-14	0.2	14	0	0	12	-5	1.0	-2
CCOC(=O)C1(CC2CCCCO2)CCN(C(=O)Nc2ccc(C)c(C)c2)CC1 (stereo unspecified)	/	-0.95	4	-1	/	49	-3	0.4	-22
C=CCn1c(COc2cccc(C)c2)nnc1SCn1nnc2ccccc2c1=O	-25	-0.57	16	3	-11	5	-5	0.0	-11
O=C(COC(=O)C(Cc1ccccc1)NC(=O)c1ccco1)NC1CC1 (stereo unspecified)	-11	0.58	11	1	8	-58	4	1.0	-20[20 µM]
CC(=O)N(Cc1ccc(F)cc1)c1cccc(C)c1C	1	-1.3	/	2	5	0	-1	0.5	-28
COc1ccc(S(=O)(=O)N(CC(=O)NC2CC2)c2ccc(C)cc2)cc1OC	-3	0.15	5	-6	6	-11	-10	0.0	-20[20 µM]
N#Cc1ccccc1Sc1ccccc1C(=O)Nc1ccccc1	-15	-0.86	8	-2	8	-5	10	0.3	-12
Cc1cccc2c1CC(C)(C)N=C2C1=C(O)CCCC1=O	4	0.16	3	5	-8	-3	2	0.6	-13
Cn1c(=O)c(C(=O)CN2CCCCC2)c(N)n(Cc2ccccc2)c1=O	0	1.3	7	-1	0	-25	-2	0.6	-22
CCN(CC)c1ccc(NC(=O)/C=C/c2cc(Br)ccc2OC)cc1	5	-0.65	12	5	/	-12	2	0.6	-9[20 µM]
COc1ccc(C(=O)/C=C/c2ccc(OC)c(Cn3nnc4ccccc43)c2)cc1	9	-1.5	4	2	2	9	-5	-0.1	-9
Cn1c2c(c(=O)n(C)c1=O)C(NS(=O)(=O)c1ccc(Cl)cc1)(C(F)(F)F)C(=O)N2 (stereo unspecified)	4	1.8	8	-20	4	5	-1	0.1	-17[20 µM]
Nc1cccc(-n2nnnc2CN2CCOCC2)c1	-2	0.55	14	9	/	-11	3	1.1	-20
CCc1nnc(NC(=O)CN2CCN(C(=O)c3ccccc3)CC2)s1	-3	0.093	9	0	-8	-41	0	0.4	-29
CCOC(=O)N1CCN(c2cc(N)c([N+](=O)[O-])cc2F)CC1	13	/	4	-5	5	1	-1	0.5	-5[20 µM]
O=S(=O)(c1ccccc1)c1cnc(-c2ccccc2)nc1N1CCCC1	/	0.54	12	2	/	39	-5	0.3	-12
Cc1csc(OCc2ccc(C#N)cc2)n1	-25	0.091	-3	-9	-9	8	-6	0.9	4[20 µM]
COc1cc(C(=O)N2CCC(n3cnc4cc(F)ccc43)CC2)cc(OC)c1OC	-6	/	-4	1	1	-2	2	-0.6	-7
Cc1ccc(C(=O)C2CCN(CC(=O)N3CCN(c4ccc(F)cc4)CC3)CC2)cc1	4	-0.85	8	-1	-2	-17	-9	0.2	-33
O=S(=O)(Nn1c(O)c(C=C2N=c3ccccc3=N2)sc1=S)c1ccccc1	1	-1.7	18	0	17	37	2	0.3	-14
CCC/C(C)=C/c1ccc(CC)cn1	-7	-0.66	1	2	-21	10	-10	0.6	-14
Cn1c(=O)c2c(nc(Sc3ncccn3)n2Cc2ccccc2Cl)n(C)c1=O	-13	-0.56	1	-1	2	-7	5	-1.2	-8[20 µM]
CCc1cc2c(=O)n(CC(=O)NCCc3ccc(OC)c(OC)c3)cnc2s1	7	0.019	7	2	-9	37	-7	-0.4	-20
CNS(=O)(=O)c1cccc(C(=O)OCc2cc(Cl)cc3c2OCOC3)c1	-6	/	-10	2	4	37	-1	-0.8	-26
Cn1c(=O)c2c(O)c([N+](=O)[O-])c(=O)n(C)c2n(C)c1=O	-1	0.39	-1	-3	10	4	-6	0.2	-7
Nc1nc(-c2cc(Cl)cc(Cl)c2OC(F)F)cs1	8	-3	15	6	-7	32	13	-0.7	-15
CCCn1c(SCC(=O)Nc2ccc(C(=O)Nc3ccccc3OC)cc2)n[nH]c1=O	8	1.6	11	1	-9	-21	-7	0.3	-29
COCCNC(=S)NNC(=O)c1cccs1	8	0.24	1	-7	-4	-12	-11	0.3	-17
O=C(c1ccc(N2C(=O)CCC2=O)cc1)N1CCN(c2ccccc2)CC1	-13	/	6	3	-1	8	-12	0.8	-26
Cc1cccc(NC(=O)C2SC(=Nc3c(C)cccc3C)C(C(=O)N3CCOCC3)=C2N)c1 (stereo unspecified)	-4	2.1	-6	-8	-2	-3	11	-0.2	-16
O=C(NCc1ccccc1)NC1(C(=O)N2CCN(c3ccccc3)CC2)CCCCC1	-8	/	-8	-1	-11	15	2	1.6	-24
C/C(=N\OCC(=O)Nc1ccccc1C(C)(C)C)c1ccc2c(c1)OCCO2	-6	-3.6	0	-8	2	28	-7	-0.4	-7
CCOC(=O)c1ccc(-n2c(C)nc3ccccc3c2=O)cc1	-1	1.2	-3	2	3	8	-3	-0.3	-14
CCOC(=O)c1c(NC(=O)C2CCN(S(=O)(=O)c3ccc(Cl)cc3)CC2)sc2c1CCCC2	-3	1.1	7	8	-14	-23	2	1.0	-7
O=C(O)C1CN(c2ncccc2[N+](=O)[O-])C1	4	0.86	12	2	-45	-8	2	1.1	-16
Cc1ccc(N(CCC(=O)O)S(=O)(=O)c2cccc(C(F)(F)F)c2)cc1	-1	-0.39	1	-3	-10	-21	10	1.0	-20
C/C(=N\NC(=O)c1ccc(=O)[nH]n1)c1cccnc1	-21	0.017	14	6	2	0	-2	1.2	-3
COc1ccccc1NC(=O)CN1C(=O)CCS(=O)(=O)c2ccccc21	2	0.067	17	2	-5	-15	6	0.5	-5[20 µM]
O=C(Nc1nnc(-c2ccc(Cl)cc2)o1)C1=COCCO1	-11	9.4*	0	3	-5	27	-9	-0.4	4
Cc1nnc(SCC2CCCO2)n1-c1ccccc1 (stereo unspecified)	-21	-0.79	16	2	8	-24	1	-0.1	-21
O=C(CN1CCN(c2ccc(O)cc2)CC1)Nc1ccc(SC(F)F)cc1	-23	0.034	2	-1	4	-52	-8	0.4	-3
CC(C)CCNC(=O)c1onc(CSc2ccc(F)c(F)c2)c1C(=O)NCCC(C)C	2	0.12	9	4	-3	35	1	/	-19
N#Cc1ccccc1COC(=O)c1cccnc1N	/	-0.88	8	-1	/	-181	-2	2.5	-17
Cc1ccc(NC2=C(Cl)C(=O)OC2OC(=O)c2ccco2)cc1 (stereo unspecified)	-7	-1.7	8	-1	4	1	4	0.0	-18[20 µM]
CCCCNC(=O)CCCn1c(=S)[nH]c2cc3c(cc2c1=O)OCO3	-3	0.015	-21	-12	4	11	-4	-0.7	-12
CCOc1ccc2[nH]c(SCC(=O)OC)c([N+](=O)[O-])c2c1	-2	/	5	-7	5	i	-5	-0.4	-11
COc1ccc(/C=C/C(=O)Nc2sc3c(c2C(=O)NCc2cccnc2)CCCC3)cc1	4	-0.96	17	1	-4	-261	-5	-0.6	-15
CCCCCCNC1=NCCS1	-5	0.2	6	-5	1	-10	-16	1.0	-19
CCCOc1ccc(NC(=O)CC2C(=O)N(C)C(=S)N2Cc2cccs2)cc1 (stereo unspecified)	4	0.047	14	6	11	8	3	-1.3	-4[20 µM]
Cc1ccc(S(=O)(=O)Oc2ccccc2/C=N/Nc2ccc(C(=O)O)cc2)cc1	5	-0.71	12	7	-7	13	-1	1.2	6
Cc1cc2cc(CNS(=O)(=O)c3ccccc3)ccc2n1C	-9	/	26	23	0	-7	4	-0.6	-4
COc1cc(/C=N/OCC(=O)NC2CCCCC2)ccc1OCc1ccccc1	-19	-0.54	6	2	1	12	-5	0.6	-19
O=C(COC(=O)c1cccs1)NCCC1=CCCCC1	-6	-0.11	3	-23	-1	9	2	0.8	-19
COc1ccc(CC(=O)NC(C)c2nnc(SCc3nc4ccccc4c(=O)[nH]3)n2C)cc1 (stereo unspecified)	-10	0.6	17	1	-7	-4	0	0.6	-15[20 µM]
O=C(NCc1ccc(Cl)cc1)C1CCN(c2cnccn2)CC1	-1	-0.18	6	0	-7	-40	-6	0.7	-14
CC(=O)c1c(C)[nH]c2ccccc2c1=O	0	-0.64	16	3	-9	-3	0	-0.2	-13[20 µM]
O=C(O)c1ccc(COc2c(F)c(F)cc(F)c2F)o1	-7	-3.3	8	8	-1	-3	-1	0.7	-18[20 µM]
CN(C)c1ccc(C2Nc3ccccc3C(=O)N2NS(=O)(=O)c2ccccc2)cc1 (stereo unspecified)	0	0.095	4	-2	-3	-12	0	0.9	-23
O=C1C(=O)c2ccc(-c3ccccc3)cc2-c2ccccc21	2	0.32	8	4	-5	-1	-2	1.7	-12[20 µM]

Compounds from the list above that contain an aryl thioether with sulfur outside any ring (9):
SMILES	KLK5 inh	KCC2 mod	FXIIa inh	FXIa inh 1536	Rad51 HR inh	Calpain2 inh	thrombin 1536	PERK inh	Furin inhibitor
C=CCn1c(COc2cccc(C)c2)nnc1SCn1nnc2ccccc2c1=O	-25	-0.57	16	3	-11	5	-5	0.0	-11
N#Cc1ccccc1Sc1ccccc1C(=O)Nc1ccccc1	-15	-0.86	8	-2	8	-5	10	0.3	-12
Cn1c(=O)c2c(nc(Sc3ncccn3)n2Cc2ccccc2Cl)n(C)c1=O	-13	-0.56	1	-1	2	-7	5	-1.2	-8[20 µM]
CCCn1c(SCC(=O)Nc2ccc(C(=O)Nc3ccccc3OC)cc2)n[nH]c1=O	8	1.6	11	1	-9	-21	-7	0.3	-29
Cc1nnc(SCC2CCCO2)n1-c1ccccc1 (stereo unspecified)	-21	-0.79	16	2	8	-24	1	-0.1	-21
O=C(CN1CCN(c2ccc(O)cc2)CC1)Nc1ccc(SC(F)F)cc1	-23	0.034	2	-1	4	-52	-8	0.4	-3
CC(C)CCNC(=O)c1onc(CSc2ccc(F)c(F)c2)c1C(=O)NCCC(C)C	2	0.12	9	4	-3	35	1	/	-19
CCOc1ccc2[nH]c(SCC(=O)OC)c([N+](=O)[O-])c2c1	-2	/	5	-7	5	i	-5	-0.4	-11
COc1ccc(CC(=O)NC(C)c2nnc(SCc3nc4ccccc4c(=O)[nH]3)n2C)cc1 (stereo unspecified)	-10	0.6	17	1	-7	-4	0	0.6	-15[20 µM]
